From PubChem
Pin1 inhibitor = blocks the human prolyl isomerase Pin1. Q13526. Pin1 FP peptide displacement, HiFluor488, 10 min. Potency, µM (doses to about 115 µM), for inactives: at the top dose activity, negative = inhibition, actives largely listed as inhibitors. hit rate 0.009% among 390,000. AID 504891; active = well fitted inhibition curve with a large enough effect in the polarisation, with a control signal flat, not every such curve was filed as active; inconclusive = small, poorly fitted or top-dose-only effect, or effect the other way, or a change in a side signal; inactive = no such curve, though single readings can be large or run the other way; the % refers to the polarisation; note: potency is the fitted concentration of half-maximal effect; % is set by controls: 0 for no effect and ±100 for the full control effect
Target sequence (Q13526 whole entry, looked up): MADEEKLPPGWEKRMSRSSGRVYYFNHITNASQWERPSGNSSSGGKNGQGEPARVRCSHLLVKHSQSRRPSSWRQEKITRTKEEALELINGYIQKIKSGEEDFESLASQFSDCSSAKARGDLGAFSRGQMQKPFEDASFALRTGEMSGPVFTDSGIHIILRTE
HP1b binding inh = HP1-beta chromodomain-methylated histone interaction inhibition; Potency, µM (top dose mostly 114 µM), without a hit: top-dose activity change, negative = inhibition, hits mostly inhibitors; hit rate 0.56% among 390,000; AlphaScreen HP1-beta / biotin-H3K9me3 peptide binding; AID 540317; note: potency is the fitted concentration of half-maximal effect; nearly all actives have a fitted effect of over 70% in size; inactives centre near 23
Target sequence (P83916 whole entry, looked up): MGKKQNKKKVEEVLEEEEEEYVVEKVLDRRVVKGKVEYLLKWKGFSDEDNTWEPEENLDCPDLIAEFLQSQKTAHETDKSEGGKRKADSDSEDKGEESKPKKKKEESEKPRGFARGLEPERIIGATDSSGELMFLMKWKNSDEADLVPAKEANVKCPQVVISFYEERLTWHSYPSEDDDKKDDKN
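Compound inhibition of the preformed complex between 50 nM HP1-beta and 50 nM biotinylated H3K9me3 peptide was read by AlphaScreen. Buffer was PBS pH 7.4 with 0.01% Tween-20. Incubations ran 30 min at room temperature, with 10 ug/mL donor/acceptor beads.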
G9a inh = blocks human histone lysine methyltransferase G9a. AID 504332. Q96KQ7. Potency, µM (doses to about 102 µM), for inactives: at the highest dose activity, negative = inhibition, actives largely listed as inhibitors. hit rate 8.8% among 350,000. G9a H3K9 monomethylation, AlphaScreen, 2 h; note: potency is the fitted concentration of half-maximal effect; % is set by controls: 0 for no effect and ±100 for the full control effect; nearly all actives have a fitted effect of over 75% in size
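Step 1: enzyme (final 20 nM) with compound, 15 min RT. Step 2: substrate peptide 500 nM and SAM 20 uM, 2 h RT. Step 3: anti-H3K9me1 antibody and AlphaScreen beads, 10 min, then plate read.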
GLS inhibitor = inhibitors of human glutaminase (GLS); O94925; GLS enzymatic activity, qHTS titration; Potency, µM (series often up to 45.5 µM), for the others: at the highest dose activity change, negative = inhibition, actives largely listed as inhibitors; hit rate 0.21% among 410,000; AID 624170; note: potency is the fitted concentration of half-maximal effect; % is set by controls: 0 for no effect and ±100 for the full control effect
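Compounds were pin-transferred onto hKGA, after which L-glutamine (1 mM solution) and a detection mix of glutamate oxidase, HRP and Amplex Red were added. Initial and 30 min RT fluorescence reads were collected.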
PGK inhibitor = T. brucei PGK inhibition | AID 602233 | P07378 | hit rate 0.043% among 380,000 | PGK/GAPDH coupled, Kinase-Glo luminescence, 60 min | Potency, µM (doses to about 57.5 µM), for the others: at the highest dose activity change, negative = inhibition, hits mostly inhibitors; note: potency is the fitted concentration of half-maximal effect; % is set by controls: 0 for no effect and ±100 for the full control effect; nearly all actives have a fitted effect of over 60% in size
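Recombinant glycosomal PGK reaction used 1,3-bisphosphoglycerate generated in-well by GAPDH (100nM final) in 100mM TEA pH 7.6, 5mM MgCl2, 0.01% Tween-20. After 60 minutes at room temperature, ATP was read by Kinase-Glo Plus luminescence end-point.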
JMJD2A Tudor = blocks the human JMJD2A Tudor domain. AlphaScreen JMJD2A-Tudor / H3K4me3 peptide binding. Potency, µM (top dose mostly 114 µM), for the others: at the highest dose activity change, negative = inhibition, hits mostly inhibitors. hit rate 4.4% among 390,000. AID 504339; note: potency is the fitted concentration of half-maximal effect; % is set by controls: 0 for no effect and ±100 for the full control effect; nearly all actives have a fitted effect of over 50% in size
BAZ2B inh = blocks human BAZ2B; hit rate 4.4% among 360,000; Potency, µM (series often up to 114 µM), for the others: at the top dose activity change, negative = inhibition, actives largely listed as inhibitors; Q9UIF8; AlphaScreen BAZ2B-H3K14Ac peptide displacement; note: potency is the fitted concentration of half-maximal effect; % is set by controls: 0 for no effect and ±100 for the full control effect; nearly all actives have a fitted effect of over 60% in size
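BAZ2B (50 nM) with biotin-H3(5-23)K14Ac peptide (50 nM) in PBS pH 7.4, 0.01% Tween-20, preformed 30 min, then compound 30 min at room temperature; top concentration 110uM. AlphaScreen streptavidin donor/nickel chelate acceptor beads (10 ug/mL final), 20 min dark, signal read.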
ERG-DNA inh = inhibitors of human ERG Ets domain-DNA interaction; P11308; fluorescence polarization, His-ERG Ets domain / labelled DNA; Potency, µM (series often up to 76.9 µM), for the others: at the top dose FP activity, negative = inhibition, most hits filed as inhibitors; hit rate 0.028% among 370,000; AID 624246; active = well fitted inhibition curve with a large enough effect in the polarisation, with a control signal flat; inconclusive = small, poorly fitted or top-dose-only effect, or effect the other way, or a change in a side signal; inactive = no such curve, though single readings can be large or run the other way; the % refers to the polarisation;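 note: polarization taken with two DNA probes labelled with fluorescein and Texas red; potency is the fitted concentration of half-maximal effect; % of control where 0% means no effect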
Target sequence (P11308 whole entry, looked up, the tested form may be a part): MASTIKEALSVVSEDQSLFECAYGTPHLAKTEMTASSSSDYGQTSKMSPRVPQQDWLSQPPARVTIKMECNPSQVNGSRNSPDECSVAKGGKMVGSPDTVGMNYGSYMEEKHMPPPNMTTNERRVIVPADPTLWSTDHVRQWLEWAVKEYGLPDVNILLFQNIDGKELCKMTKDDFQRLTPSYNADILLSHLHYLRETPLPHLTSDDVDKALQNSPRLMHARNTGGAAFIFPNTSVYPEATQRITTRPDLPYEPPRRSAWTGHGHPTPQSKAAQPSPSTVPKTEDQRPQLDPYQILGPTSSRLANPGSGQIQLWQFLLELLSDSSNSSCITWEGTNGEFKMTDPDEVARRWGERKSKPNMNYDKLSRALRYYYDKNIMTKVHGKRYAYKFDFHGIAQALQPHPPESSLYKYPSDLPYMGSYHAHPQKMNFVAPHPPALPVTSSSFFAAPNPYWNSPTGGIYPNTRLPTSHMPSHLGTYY
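His-tagged ERG Ets domain (1 uM in the protein solution; 300mM KCl, 50mM Tris-HCl, 1mM EDTA, 1mM DTT, pH 7.5) received compound, then a probe mix of 5 nM fluorescein-DNA and 100nM Texas-615-DNA. Fluorescence polarization was read for both dyes.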
PI4K2A inh = PI4K2A (human) kinase inhibition; Q9BTU6; purified PI4K2A, ADP-Glo luminescence, 1 h; active compounds read low; activity change, negative = inhibition, % at 76.9 µM; hit rate 0.13% among 420,000; AID 1346378; in the data active = activity change below about -50%; inconclusive = mostly about -30% to -49%;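 note: -100% = wells without enzyme as full effect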
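In this quantitative HTS, ADP production by PI4K2A was quantified luminescently after 1 h at ambient temperature; 100 microM adenosine served as plate-quality control.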
An asterisk follows results filed as active; i = inactive; ? = inconclusive; / = no result given; [ ] = dose if it differs, or a comment. Unless noted, calls come from the whole dose curve; as a rule, active = well fitted curve in the direction sought with a large enough effect; inconclusive = small, poorly fitted or top-dose-only effect, or another doubt; inactive = no such curve, though single readings can be large; an effect the other way counts as inactive or inconclusive.

SMILES | Pin1 inhibitor | HP1b binding inh | G9a inh | GLS inhibitor | PGK inhibitor | JMJD2A Tudor | BAZ2B inh | ERG-DNA inh | PI4K2A inh
O=C(N/N=C/c1cc2c(cc1Cl)OCO2)c1cc(-c2ccccc2)n[nH]1 | 2% | 11% | 11% | 8% | -1% | -18% | -12% | -11% | 2
CCCCCCn1cc(C(=O)O)c(=O)c2cc(F)c(N3CCN(C)CC3)cc21 | 0% | 7% | / | 9% | 6% | -11% | 11% | 6% | 7
CCCN(CCC)c1cc(Cl)nc(N)n1 | -2% | 27% | 14% | 0% | -1% | -13% | -4% | 6% | 0
CN(C)S(=O)(=O)c1cccc(N2C(=O)CC3(CCCCC3)CC2=O)c1 | -4% | 28% | -7% | -1% | -5% | 2% | 11% | 1% | 1
Cc1cc(C)cc(-n2nnnc2SCC(=O)Nc2nc(-c3ccc(F)cc3)cs2)c1 | 15% | 33% | -8%[0.501 µM] | 8% | / | -13% | -10% | / | -1
COC(=O)c1cc(C#N)c(NCc2ccccc2)nc1C | -4% | ? | 0% | ? | -6% | ? | 3% | -22% | -7
COC(=O)c1ccc(NC(=O)CCc2c(C)nc3ncnn3c2C)cc1 | ? | 24% | -8% | 0% | -7% | -9%[57.1 µM] | -8% | -2% | -6
COc1ccc(NC(=O)Cn2cnc3ccc(S(=O)(=O)N4CCC(C)CC4)cc3c2=O)cc1Cl | 9% | 72%[activator] | 27%[59 µM] | -2% | i | -22% | 1% | 0% | -4
Cc1onc(-c2c(Cl)cccc2Cl)c1C(=O)O/N=C(\C#N)c1c(Cl)cccc1Cl | -16% | 58%[activator] | / | -6% | i | -10% | -1% | 9% | 1
NC(=O)c1c(NC(NC(=O)c2ccco2)(C(F)(F)F)C(F)(F)F)sc2c1CCCC2 | -1% | 2% | ? | 1% | -4% | -9% | ? | 2% | 1
CCOC(=O)c1ccc(Oc2c(C)oc3c(CN4CCN(C)CC4)c(O)ccc3c2=O)cc1 | -6% | 9% | 7% | 18% | -4% | -5% | -10% | 0% | 4
CCn1c(C)[n+](CCOC(C)=O)c2cc(Cl)c(Cl)cc21 | 24% | 10% | / | 5% | 3% | -8% | ? | -2% | -1
Cc1ccc(S(=O)(=O)C/N=C(/NC(=S)N(c2ccccc2)c2ccccc2)c2ccccc2)cc1 | -18% | 9% | 10µM* | 78%[activator] | -5% | ? | 14% | / | 0
COc1cc(OC)cc(C(=O)NCCNC(=O)c2ccccn2)c1 | -8% | 41%[activator] | -9% | 0% | -3% | -1% | 4% | -4% | -1
COc1ccc(N(CC(=O)Nc2ccc(C)cc2C)S(=O)(=O)c2c(C)n[nH]c2C)cc1 | 2% | 31% | / | -1% | 4% | -7% | -24% | -3% | 2
O=C(NCc1ccccn1)Nc1cc(Cl)cc(Cl)c1 | 0% | 45%[activator] | 91%[activator] | -9% | 4% | 4% | -5% | -6% | -1
CCOC(=O)C(NC(=O)c1ccccc1)=C1C=C(C)OC(C)=C1 | -4% | 7% | 18%[59 µM] | 1% | -2% | -10% | / | -5% | 1
O=C(O)c1ccc(N2C(=O)CC(N3C(=O)/C(=C/c4ccc(Cl)cc4)SC3=S)C2=O)cc1 (stereo not drawn) | -18% | -19% | ? | -10% | -14% | ? | ? | 81%[activator] | -7
Cc1ccc(S(=O)(=O)N(C)c2ccc(C(=O)Nc3c(C)n(C)n(-c4ccccc4)c3=O)cc2)cc1 | -2% | 54%[activator] | 12%[0.501 µM] | -4% | -5% | 13% | 2% | -1% | 9
Cc1cc(SCC(=O)NCc2ccccc2)nc(=O)[nH]1 | -8% | 27% | -2%[59 µM] | -2% | 1% | -6% | 3% | 0% | 0

Single records, from the list above. Order of values: Pin1 inhibitor	HP1b binding inh	G9a inh	GLS inhibitor	PGK inhibitor	JMJD2A Tudor	BAZ2B inh	ERG-DNA inh	PI4K2A inh
CCCN(CCC)c1cc(Cl)nc(N)n1 is listed with -2%	27%	14%	0%	-1%	-13%	-4%	6%	0
CCCCCCn1cc(C(=O)O)c(=O)c2cc(F)c(N3CCN(C)CC3)cc21 is listed with 0%	7%	/	9%	6%	-11%	11%	6%	7

(cont.)
SMILES | Pin1 inhibitor | HP1b binding inh | G9a inh | GLS inhibitor | PGK inhibitor | JMJD2A Tudor | BAZ2B inh | ERG-DNA inh | PI4K2A inh
CC1CCN(S(=O)(=O)c2ccc3ncn(CC(=O)N(C)Cc4ccccc4)c(=O)c3c2)CC1 | 4% | -11% | 7% | 1% | 6% | -23%[11.4 µM] | 8%[57.1 µM] | -9% | 0
Cn1c(=O)c(C(=O)CN2CCCc3ccccc32)c(N)n(Cc2ccccc2)c1=O | ? | 1% | ? | -24% | i | ? | -61% | -1% | 8
O=C(C1CCN(c2ncnc3c2nc2n3CCCCC2)CC1)N1CCN(c2ccc(Cl)cc2)CC1 | -7% | -19% | -9%[59 µM] | -2% | -4% | -22% | -1% | 0% | 3
O=C(Nc1cccc(C(F)(F)F)c1)c1cccnc1N1CCN(c2ccccc2)CC1 | -2% | 14% | ? | 10% | -6% | 79µM* | 50µM* | / | 0
CC(=O)N1CCN(C(=O)CNC(=O)c2ccc(C)s2)CC1 | 0% | 31% | / | 19% | 5% | -13% | / | -14% | 5
CC1=C(C(=O)Nc2cccc(C(F)(F)F)c2)C(c2ccccc2)n2ncnc2N1 (stereo not drawn) | -3% | 16%[57 µM] | -5%[59 µM] | 1% | -9% | -16% | -16% | -1% | -4
O=C1OCCN1CC(=O)N1CCc2c([nH]c3ccccc23)C1c1ccccn1 (stereo not drawn) | 2% | 35% | -4% | -3% | i | -15% | -2% | -10% | -2
Oc1ccccc1CNc1ccc(Br)cn1 | 3% | 25% | 14%[0.501 µM] | 27% | 1% | -4% | 8% | 0% | -4
O=C(c1ccco1)N1CCN(C(=S)Nc2cccc([N+](=O)[O-])c2)CC1 | -5% | 31% | -10% | -10% | 0% | -1% | -37% | 8% | -20
CCN(CC)C(=O)COC(=O)c1ccc(O)cc1 | 0% | 16% | 20%[59 µM] | 0% | -10% | -4% | 6% | 6% | 3
Cc1ccc(NC(=O)C2=C(C(=O)O)CCCC2)cc1Br | -12% | 45%[activator] | -2% | 2% | -5% | -6% | -29% | 14% | -1
Cc1cccc(C(C)C)c1NC(=O)C1CCCN1S(=O)(=O)c1cccc2nsnc12 (stereo not drawn) | 5% | 26% | -28%[59 µM] | -2% | i | -16% | -13% | -8% | 3
COCCn1nnnc1C(c1cccc(C(F)(F)F)c1)N1CCN(Cc2ccccc2)CC1 (stereo not drawn) | 5% | 5% | 50µM* | -1% | 0% | -29% | ? | 1% | -4
C=CCNC(=S)Nc1ccc(F)cc1F | -9% | 38% | -7% | -4% | -4% | -5% | 0% | -9% | -4
C=CCN(C(C)=O)C1CC(=O)N(c2ccc(OCCC)cc2)C1=O (stereo not drawn) | 3% | 36% | 0%[12.7 µM] | -1% | 0% | 12% | 5% | -1% | 3
Cc1ccc(C)c(S(=O)(=O)Nc2ccc(C(=O)N3CCCCC3)cc2)c1 | 5% | 6% | / | 6% | 1% | -10% | -2% | -6% | -2
Cc1ccnc(NC(=O)c2ccc3c(c2)OCO3)c1 | 1% | 36% | 10% | -14% | ? | -7% | -14% | 4% | ?
O=C(NCCOC(=O)c1ccc(Cl)c(S(=O)(=O)N2CCCCC2)c1)c1ccncc1 | -2% | 46%[activator] | 9%[59 µM] | -2% | -4% | 0% | 29% | 3% | 0
COc1cccc(NC(=O)CN(C)C(=O)c2ccc3c(c2)C(=O)N(CCC(C)C)C3=O)c1 | -1% | 14% | -4%[12.7 µM] | 7% | 1% | -25% | 3% | -2% | -1
COc1cc(OC)c(NC(=O)Cn2cnc3c(nc4n3CCCCC4)c2=O)cc1Cl | -9% | 26% | 10%[59 µM] | -4% | -4% | -1% | -1% | -4% | -1
CCc1cccc(NC(=O)Cn2cc3c(n2)CCCC3)c1 | -3% | 59%[activator] | 10%[59 µM] | 0% | 5% | -4% | 4% | -3% | -5
CC(C)Oc1ccc(C(=O)N2CCN(CCc3ccccn3)CC2)cc1 | -10% | 41%[activator] | -3%[59 µM] | -2% | 9% | -10% | -15% | -1% | 1
O=C(NC1CCCCCC1)C1c2ccccc2C(=O)N1Cc1cccs1 (stereo not drawn) | 6% | 15% | 2%[59 µM] | 12% | 3% | -3% | 7% | -2% | -5
COC(=O)Cc1ccc(NC(=O)c2ccc(Br)o2)cc1 | -5% | 42%[activator] | -29%[12.7 µM] | -1% | -6% | -9% | -1% | -1% | -6
CC1Cc2ccccc2N1C(=O)CN(C)S(=O)(=O)c1cccc2cccnc12 (stereo not drawn) | 10% | 44%[activator] | 7% | 2% | 3% | -6% | -4% | 3% | -1
O=C(CCC1CCCC1)N1CCC(N2CCN(c3ccccc3)CC2)CC1 | ? | ? | ? | 23% | -1% | 1.4µM* | 32µM* | -5% | 11
Cc1nc(-c2ccc3c(c2)OCCO3)cs1 | -5% | 8% | 32µM* | 3% | -5% | -11% | -16% | -6% | -7
CCOc1ccc(CCNC(=O)c2nn(C)c3c2CS(=O)(=O)c2ccccc2-3)cc1 | -5% | 4% | -1% | -4% | -3% | -18% | ? | -6% | 4
CN(C(=O)COC(=O)CCC(=O)c1ccc(F)cc1)C1CCCCC1 | -4% | 11%[57 µM] | / | 1% | 3% | 0% | / | -10% | -7
CC1CC(C)CN(C(=O)c2cccc(N3C(=O)c4ccccc4C3=O)c2)C1 (stereo not drawn) | 1% | 28% | 25%[12.7 µM] | -6% | -3% | -12% | 8% | -9% | 0
